GPR151 ag – activators of human GPR151. Q8TDV0. PathHunter beta-arrestin GPR151 cells, luminescence. activation, % at 11.2 µM. hit rate 1% among 650,000; in the data active = activation above about 4.9%;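 also: 0% = median of compound wells and 100% = cells with positive control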
MITF primary – inhibitors of human MITF; O75030; AlphaScreen MITF homodimerization, bead proximity signal; inhibition, % at 2.6 µM; hit rate 0.91% among 650,000; in the data active = inhibition above about 50%;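 also: 0% = vehicle wells with protein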
FBW7 activator – activators of human E3 ligase FBW7; Q969H0; AlphaScreen FBW7–phospho-cyclin E peptide binding, activator screen; normalized activity (activation), % at 26.1 µM; hit rate 0.13% among 650,000; AID 1259310; in the data active = normalized activity above about 1.9%;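 also: purified mutant Fbw7 with reduced substrate affinity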
Target sequence (Q969H0 whole entry, looked up): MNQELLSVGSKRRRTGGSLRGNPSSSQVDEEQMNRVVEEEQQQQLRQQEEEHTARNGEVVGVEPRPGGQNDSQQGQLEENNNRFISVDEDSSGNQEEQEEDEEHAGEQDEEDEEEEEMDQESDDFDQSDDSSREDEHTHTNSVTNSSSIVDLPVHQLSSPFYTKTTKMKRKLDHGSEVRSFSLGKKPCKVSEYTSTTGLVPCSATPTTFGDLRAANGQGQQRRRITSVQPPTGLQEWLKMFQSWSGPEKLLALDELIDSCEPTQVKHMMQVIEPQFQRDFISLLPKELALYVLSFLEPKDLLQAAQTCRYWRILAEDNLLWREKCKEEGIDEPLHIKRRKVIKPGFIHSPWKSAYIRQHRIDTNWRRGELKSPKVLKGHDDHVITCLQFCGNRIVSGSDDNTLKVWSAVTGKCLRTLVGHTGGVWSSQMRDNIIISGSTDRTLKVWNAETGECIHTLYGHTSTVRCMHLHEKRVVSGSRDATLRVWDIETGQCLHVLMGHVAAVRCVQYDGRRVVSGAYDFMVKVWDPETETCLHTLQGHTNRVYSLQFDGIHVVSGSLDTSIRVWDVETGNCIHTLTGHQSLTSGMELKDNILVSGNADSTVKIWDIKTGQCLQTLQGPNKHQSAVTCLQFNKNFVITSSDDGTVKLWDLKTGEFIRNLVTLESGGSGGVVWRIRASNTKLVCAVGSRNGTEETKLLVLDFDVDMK
TEAD-YAP inh – TEAD-YAP interaction inhibition; HEK-TIYL cells, TEAD-Gal4/YAP UAS-luciferase luminescence; inhibition, % at 9.12 µM; hit rate 1.4% among 640,000; AID 1259422; in the data active = inhibition above about 32%;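 also: 0% = median of test compound wells and 100% = reference inhibitor wells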
Starred values were filed as active, the others as inactive.

SMILES | GPR151 ag | MITF primary | FBW7 activator | TEAD-YAP inh
O=C1CC(c2ccccc2)N=C(SCC(=O)Nc2cccc(Cl)c2)N1 (configuration not stated) | 0.9 | 1 | -0.1 | 11
Cn1c(SCC(=O)Nc2ccc(NC(=O)c3ccco3)cc2)nnc1-c1ccncc1 | 0.4 | 6 | 0.0 | -3
COc1cc(-c2nc3cnccn3c2Nc2ccccc2C)ccc1O | -2.1 | -23 | 0.2 | -2
CC/C(=N\NC(=O)c1cccnc1)c1cc(Cl)cc(Cl)c1O | 0.0 | -16 | -0.1 | -16
CC(=O)Cn1c(C(=O)O)c(NC(C)=O)c2cc(C)ccc21 | 0.6 | 2 | -0.2 | 5
NS(=O)(=O)c1ccc(NC(=S)Nc2ccc3c(c2)CCC3)cc1 | -0.3 | -1 | -0.3 | -16
Clc1ccc(-c2nc(Nc3ccccc3Cl)nc3ccccc23)cc1 | 0.9 | 18 | 0.2 | -4
Nc1nnnn1/N=C/c1cc([N+](=O)[O-])ccc1O | -0.4 | 2 | -0.5 | 7
CC1(C(=O)O)CC(=O)N=C2C=CC=CN21 (configuration not stated) | 0.8 | -1 | -0.1 | -10
Cc1occc1-c1nnc(SCC(=O)N2CCOCC2)n1C(C)c1ccccc1 (configuration not stated) | -0.2 | 12 | 0.1 | -2
Oc1ccc(CCNc2nc(Cl)nc3c2ncn3-c2ccsc2)cc1 | 1.7 | -4 | 0.0 | -17
COCCn1c(=NC(=O)Cc2ccccc2)sc2cc(OC)c(OC)cc21 | 0.2 | 16 | 0.3 | -1
Cc1cccc2nc(=S)nc(-c3ccccc3)n12 | -0.7 | 1 | 0.0 | -31
COc1cccc(Cc2cc(C(=O)N(C)C(C)c3cccs3)on2)c1 (configuration not stated) | 0.9 | 3 | 0.2 | -23
CCN(CCNC(=O)CN(C)S(=O)(=O)c1ccc2c(c1)CCC(=O)N2)c1ccccc1 | 0.1 | -7 | -0.2 | 3
O=C(CSc1nc2cc3c(cc2c(=O)n1CCC(=O)N1CCN(c2ccccc2)CC1)OCO3)c1ccccc1 | -0.7 | 2 | -0.1 | 3
COc1cc(C2NC(C(=O)O)CS2)ccc1OCc1ccccc1Cl (configuration not stated) | -0.1 | 0 | -0.2 | -21
CCCCCc1ccc(-c2ccc(C(=O)Nc3ccc(I)cc3C)cc2)nc1 | 0.1 | 12 | -0.1 | -3
CC(=O)Oc1cccc(N2C(=O)c3cccc(N)c3C2=O)c1 | 1.5 | -6 | 0.4 | 2
CCOC(=O)C1=NN(c2ccc(Cl)cc2)C2C(=O)N(c3ccccc3[N+](=O)[O-])C(=O)C12 (configuration not stated) | -1.3 | 9 | -0.1 | 18
O=C(CCC(=O)N/N=C\c1ccccn1)N/N=C\c1ccccn1 | 1.4 | 21 | -0.1 | 10
CCN(CC)C(=O)c1cn(-c2ccc(C)c(C)c2)c(=O)c2ccccc12 | 0.8 | 2 | -0.1 | -3
COCCOC(=O)C1=C(C)OC(N)=C(C#N)C1c1ccc(C)cc1 (configuration not stated) | -1.2 | 11 | 0.1 | 4
c1ccc(Cc2ccc(OCCn3cncn3)cc2)cc1 | -0.3 | -2 | 0.0 | 5
CNC(=O)CCc1nc(-c2cccc(C)c2)no1 | -0.9 | 3 | -0.2 | 3
SMILES | GPR151 ag | MITF primary | FBW7 activator | TEAD-YAP inh
Cc1nc2c(c(=O)[nH]1)CCN(Cc1ccc(N3CCCC3)cc1C)C2 | 1.2 | 11 | 0.0 | -5
O=S(=O)(c1ccc(-n2cccn2)cc1)N1CCn2c1nc1ccccc12 | 0.6 | 6 | -0.1 | 0
CCCCCCOc1ccc(NC(=O)c2cncc(Br)c2)cc1 | 1.9 | -1 | 0.2 | 5
Cc1ccc(NC(=O)CN2C(=O)N/C(=C/c3ccc(OCC(C)C)cc3)C2=O)cc1 | -0.8 | -7 | 0.0 | -8
COc1cc2c(cc1OC)-c1n[nH]c(=S)n1C(C)(C)C2 | -1.0 | 12 | 0.0 | -7
Cc1cccc(CCN=c2c([N+](=O)[O-])nn(-c3ccc(Cl)cc3)n2O)c1 | -0.8 | 34 | -0.7 | 6
O=C(NCc1ccco1)c1ccc(OCc2ccc3ccccc3n2)cc1 | -0.1 | 6 | 0.1 | -36
Cc1cc(=O)[nH]c(SCC(=O)N2CCc3ccccc32)n1 | -1.5 | -15 | -0.1 | 6
Cc1ccccc1Nc1ncnc2c1nc1n2CCCCC1 | -0.5 | -3 | -0.1 | -49
COCCNC(=S)NC(C)c1ccc(C)c(C)c1 (configuration not stated) | 3.3 | 23 | 1.2 | 9
C=CCSc1ncccc1C(=O)Oc1cccc([N+](=O)[O-])c1 | -0.3 | 0 | -0.1 | -3
Cc1ccc(OCC(=O)N(Cc2ccco2)C2CCS(=O)(=O)C2)cc1 (configuration not stated) | 0.9 | 3 | 1.1 | 9
C=CCOC(=O)N1CCC(C(=O)NC(c2ccccn2)c2ccccc2OC)CC1 (configuration not stated) | -0.9 | 2 | 0.2 | 1
O=C(Nc1ccc2oc(-c3cccnc3)nc2c1)c1ccc([N+](=O)[O-])cc1Cl | -1.7 | 22 | 0.6 | 10
CC(NC(=O)c1ccc(N2CCC(NCCc3ccccn3)CC2)cc1)c1ccccc1 (configuration not stated) | -1.1 | 5 | -0.2 | -8
CCCOc1ccc(/C(O)=C2\C(=O)C(=O)N(c3nc(C)c(C(=O)OC)s3)C2c2cccc(Cl)c2)cc1C (configuration not stated) | 1.3 | 10 | 0.1 | 1
CC(C)CC(c1nnnn1Cc1cccs1)N1CCN(C(=O)c2ccco2)CC1 (configuration not stated) | -0.6 | 8 | -0.1 | 9
NS(=O)(=O)c1ccc(CCNC(=O)c2cc3ccccn3n2)cc1 | 0.2 | 9 | -0.2 | 0
COc1ccc(/C=C2\C(=O)Nc3ccc(C)cc32)cc1 | -1.4 | 19 | 0.0 | -14
CCc1cccc(NC(=O)CC(=O)Nc2ccc3nc4n(c(=O)c3c2)CCCCC4)c1 | -0.4 | -7 | 0.2 | 4
N#Cc1ccc(NC(=O)c2cc3nc(-c4ccc(Cl)c(Cl)c4)cc(C(F)(F)F)n3n2)cc1 | -1.0 | -2 | 0.0 | 2
C=CCOc1ccc(C(=O)NCc2ccccc2OC)cc1 | 0.1 | -3 | -0.2 | -5
O=C(c1ccccc1)N1CCN(C(=O)c2nn3c(C(F)(F)F)cc(-c4ccc(Br)cc4)nc3c2Cl)CC1 | 1.7 | 13 | 0.0 | -1
CCOc1cccc(C2CC(c3cccc(Br)c3)=NC(c3ccc(Br)cc3)N2)c1O (configuration not stated) | 1.2 | -14 | 0.1 | -6
COC(=O)C1CCN(S(=O)(=O)c2ccc(C(=O)O)cc2)CC1 | -0.8 | -2 | 0.0 | -1
SMILES | GPR151 ag | MITF primary | FBW7 activator | TEAD-YAP inh
Cc1c(NC(=S)NNC(=O)c2ccncc2)c(=O)n(-c2ccccc2)n1C | -0.6 | 10 | 0.0 | -3
O=C(CCC(=O)Nc1ccc(F)cc1)N/N=C/c1ccncc1 | 2.3 | 2 | -0.1 | 2
NC(=O)COc1ccc(/C=C2\C(=O)NC(=O)N(c3ccc(Cl)cc3)C2=O)cc1 | -0.1 | -3 | -0.1 | -1
CC1=C(C(=O)OC2CCCC2)C(c2cc3c(cc2[N+](=O)[O-])OCO3)C2=C(CCCC2=O)N1 (configuration not stated) | 0.3 | -15 | 0.0 | 5
CCC(C(=O)N1CCOCC1)n1c(C(=O)OC)cc2occc21 (configuration not stated) | 0.4 | 7 | -0.1 | 2
CCC(C)(C)NC(=O)CSc1nc2ccccc2n1CC(=O)NC(C)C | -1.4 | 24 | 0.8 | 8
CCN(CC)c1nc(NCc2nc3ccccc3[nH]2)nc(Nc2ccc3ncccc3c2)n1 | -1.3 | -7 | -0.1 | 22
CCOCCOC(=O)c1ccc(NC(=O)c2cc(OC)c(OC)c(OC)c2Br)cc1 | 0.7 | 4 | 0.0 | -2
CCCn1cnc2scc(-c3ccc(OC)c(OC)c3)c2c1=O | 1.3 | -8 | 0.0 | -4
O=C(CC1Nc2ccccc2N(CC(=O)Nc2ccccc2Cl)C1=O)Nc1ccccc1 (configuration not stated) | -0.5 | -1 | -0.2 | 4
CCOC(=O)c1cnc2cc(C(F)(F)F)ccc2c1Nc1ccccc1OC | -0.8 | -8 | 0.1 | -14
O=C(/C=C/c1ccccc1)NCCOC(=O)Nc1ccccc1 | 9.8* | 11 | 1.0 | -1
Cc1ccc2nc(C3CCN(CC(=O)Nc4ccccc4C)CC3)[nH]c2c1 | -0.4 | 1 | -0.2 | 2
COC(=O)N1CCN(CCNC(=O)CN2C(=O)c3ccccc3C2=O)CC1 | 1.0 | -8 | 0.3 | 1
Cc1ccc(CCNc2c(-c3ccccc3)c(=O)c2=O)cc1 | -1.5 | 2 | 0.1 | 6
COC(=O)Nc1ccc(S(=O)(=O)N(C)CC(F)(F)C(F)F)cc1 | 3.9 | 22 | 0.4 | 0
COc1ccc(NC(=O)CN2CCC3(CC2)CC(=O)c2ccccc2O3)cc1 | 0.2 | 9 | 0.0 | -4
Cc1ccc(C)c(-n2c(SCC(=O)N3CCOCC3)nnc2-c2cccnc2)c1 | -0.5 | 17 | 0.0 | -5
COC(=O)c1cccc(NC(=S)NC(=O)c2ccccc2F)c1 | 0.0 | -3 | -0.1 | -41
Cc1ccc(-c2cnc3ccc(NCc4ccco4)nn23)cc1 | -0.4 | 13 | 0.2 | 9
O=C1NC(=S)N(c2ccccc2)C(=O)C1C(c1ccc([N+](=O)[O-])cc1)C1C(=O)NC(=S)N(c2ccccc2)C1=O (configuration not stated) | 0.6 | 6 | 0.1 | 7
CN(C)S(=O)(=O)c1cc(NC=C(C#N)C#N)ccc1Cl | -2.6 | -4 | -0.2 | -2
CC(C)NC(=O)Cn1nnc(-c2ccc(F)cc2)n1 | 0.6 | 4 | 0.1 | -3
COc1cccc(CN2CCN(CC3=NS(=O)(=O)c4cc(Cl)ccc4N3)CC2)c1 | -0.2 | 9 | -0.1 | 9
Cc1cc(C)c(C)c(COc2ccc3c4c(c(=O)oc3c2)CCCC4)c1C | -0.1 | 5 | 0.1 | -4

Four compounds drawn at random from those above, as already listed:
SMILES | GPR151 ag | MITF primary | FBW7 activator | TEAD-YAP inh
CC(C)NC(=O)Cn1nnc(-c2ccc(F)cc2)n1 | 0.6 | 4 | 0.1 | -3
Cc1ccc2nc(C3CCN(CC(=O)Nc4ccccc4C)CC3)[nH]c2c1 | -0.4 | 1 | -0.2 | 2
CCN(CC)c1nc(NCc2nc3ccccc3[nH]2)nc(Nc2ccc3ncccc3c2)n1 | -1.3 | -7 | -0.1 | 22
CCCn1cnc2scc(-c3ccc(OC)c(OC)c3)c2c1=O | 1.3 | -8 | 0.0 | -4

(more compounds)
SMILES | GPR151 ag | MITF primary | FBW7 activator | TEAD-YAP inh
NNC(=O)c1cn(-c2ccccc2)nc1-c1ccc(Br)cc1 | 1.1 | 0 | 0.1 | 2
COc1ccc(CNc2ccc(C(=O)OCc3ccccc3F)cc2S(=O)(=O)Nc2cccc(OC)c2)cc1 | 0.6 | -1 | 0.1 | -3
CCn1c(=O)cc(SCC(=O)N2CCN(c3cc(C)ccc3C)CC2)c2ccccc21 | -0.9 | -15 | -0.2 | -3
CC(C)c1ccc(C(O)c2cnc(C(C)C)n2C)cc1 (configuration not stated) | 1.6 | 2 | 0.1 | 13
CC(=O)c1cc(F)c(N2CCN(C(=O)c3cc(F)c(F)cc3[N+](=O)[O-])CC2)cc1C | 5.3* | 3 | 0.1 | 4
Nc1c(C(=O)c2ccc(Br)cc2)sc2nc(-c3ccccn3)ccc12 | -0.9 | 9 | -0.1 | -1
NC(=O)C1CCN(C(=O)CSc2nccc(-c3ccc(F)cc3)n2)CC1 | 0.9 | 4 | 0.0 | -7
CN(C)CCNC(=S)Nc1cccc2ccccc12 | -0.2 | 5 | 0.1 | -5
Cc1ccsc1C1C=C(c2ccc(Cl)cc2)Nc2nnnn21 (configuration not stated) | 2.7 | 6 | -0.1 | 3
CCCOc1ccc(-c2csc(NC(=O)C(C)C)n2)cc1 | -0.9 | 9 | -0.1 | -5
Cc1cc(C(F)(F)F)c(C#N)c(SCC(=O)NCc2ccccc2)n1 | 0.1 | 0 | -0.1 | -7
NC(=O)c1ccc(-c2nc(NCCOc3ccccc3)c3[nH]cnc3n2)cc1 | 1.4 | -4 | 0.0 | 2
O=C1CCN(C(=O)c2cn3cc(Cl)ccc3n2)CCN1CCN1CCCCC1 | -0.7 | 3 | 0.2 | 5
Fc1ccc(NCc2nnc(SCCN3CCOCC3)n2-c2ccccc2)cc1 | -0.5 | 67* | 0.0 | 3
CSc1nn(CC(=O)Nc2ccc(Cl)cc2)c(=S)n1N | 0.8 | -4 | 0.1 | 7
CC(=O)c1cc(CNC(=O)CCl)cs1 | 1.3 | 13 | 0.2 | 10
O=C(Cn1cc2c(n1)CCCC2)Nc1cccc2ccccc12 | 0.4 | -6 | 0.1 | 0

One compound at a time (already shown):
`CCCOc1ccc(-c2csc(NC(=O)C(C)C)n2)cc1` is listed with GPR151 ag = -0.9; MITF primary = 9; FBW7 activator = -0.1; TEAD-YAP inh = -5
`O=C(Cn1cc2c(n1)CCCC2)Nc1cccc2ccccc12` is listed with GPR151 ag = 0.4; MITF primary = -6; FBW7 activator = 0.1; TEAD-YAP inh = 0
`CCn1c(=O)cc(SCC(=O)N2CCN(c3cc(C)ccc3C)CC2)c2ccccc21` is listed with GPR151 ag = -0.9; MITF primary = -15; FBW7 activator = -0.2; TEAD-YAP inh = -3

Source: PubChem BioAssay (The Scripps Research Institute Molecular Screening Center)
